Screening data: PubChem, Center for Chemical Genomics, University of Michigan
Dicer processing: human Dicer pre-microRNA cleavage inhibition; z-score at 25 µM; AID 1347074; cat-ELCCA pre-miR-21 Dicer processing, chemiluminescence; active compounds read high; hit rate 6% among 47,000; Q9UPY3; in the data active = z-score above about 3, passing the limit was not always enough;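 note: plate controls were vehicle for no effect and no enzyme for full effect; higher signal means more uncleaved substrate so more Dicer inhibition; strong numbers were not always called active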
Target sequence (Q9UPY3 whole entry, looked up): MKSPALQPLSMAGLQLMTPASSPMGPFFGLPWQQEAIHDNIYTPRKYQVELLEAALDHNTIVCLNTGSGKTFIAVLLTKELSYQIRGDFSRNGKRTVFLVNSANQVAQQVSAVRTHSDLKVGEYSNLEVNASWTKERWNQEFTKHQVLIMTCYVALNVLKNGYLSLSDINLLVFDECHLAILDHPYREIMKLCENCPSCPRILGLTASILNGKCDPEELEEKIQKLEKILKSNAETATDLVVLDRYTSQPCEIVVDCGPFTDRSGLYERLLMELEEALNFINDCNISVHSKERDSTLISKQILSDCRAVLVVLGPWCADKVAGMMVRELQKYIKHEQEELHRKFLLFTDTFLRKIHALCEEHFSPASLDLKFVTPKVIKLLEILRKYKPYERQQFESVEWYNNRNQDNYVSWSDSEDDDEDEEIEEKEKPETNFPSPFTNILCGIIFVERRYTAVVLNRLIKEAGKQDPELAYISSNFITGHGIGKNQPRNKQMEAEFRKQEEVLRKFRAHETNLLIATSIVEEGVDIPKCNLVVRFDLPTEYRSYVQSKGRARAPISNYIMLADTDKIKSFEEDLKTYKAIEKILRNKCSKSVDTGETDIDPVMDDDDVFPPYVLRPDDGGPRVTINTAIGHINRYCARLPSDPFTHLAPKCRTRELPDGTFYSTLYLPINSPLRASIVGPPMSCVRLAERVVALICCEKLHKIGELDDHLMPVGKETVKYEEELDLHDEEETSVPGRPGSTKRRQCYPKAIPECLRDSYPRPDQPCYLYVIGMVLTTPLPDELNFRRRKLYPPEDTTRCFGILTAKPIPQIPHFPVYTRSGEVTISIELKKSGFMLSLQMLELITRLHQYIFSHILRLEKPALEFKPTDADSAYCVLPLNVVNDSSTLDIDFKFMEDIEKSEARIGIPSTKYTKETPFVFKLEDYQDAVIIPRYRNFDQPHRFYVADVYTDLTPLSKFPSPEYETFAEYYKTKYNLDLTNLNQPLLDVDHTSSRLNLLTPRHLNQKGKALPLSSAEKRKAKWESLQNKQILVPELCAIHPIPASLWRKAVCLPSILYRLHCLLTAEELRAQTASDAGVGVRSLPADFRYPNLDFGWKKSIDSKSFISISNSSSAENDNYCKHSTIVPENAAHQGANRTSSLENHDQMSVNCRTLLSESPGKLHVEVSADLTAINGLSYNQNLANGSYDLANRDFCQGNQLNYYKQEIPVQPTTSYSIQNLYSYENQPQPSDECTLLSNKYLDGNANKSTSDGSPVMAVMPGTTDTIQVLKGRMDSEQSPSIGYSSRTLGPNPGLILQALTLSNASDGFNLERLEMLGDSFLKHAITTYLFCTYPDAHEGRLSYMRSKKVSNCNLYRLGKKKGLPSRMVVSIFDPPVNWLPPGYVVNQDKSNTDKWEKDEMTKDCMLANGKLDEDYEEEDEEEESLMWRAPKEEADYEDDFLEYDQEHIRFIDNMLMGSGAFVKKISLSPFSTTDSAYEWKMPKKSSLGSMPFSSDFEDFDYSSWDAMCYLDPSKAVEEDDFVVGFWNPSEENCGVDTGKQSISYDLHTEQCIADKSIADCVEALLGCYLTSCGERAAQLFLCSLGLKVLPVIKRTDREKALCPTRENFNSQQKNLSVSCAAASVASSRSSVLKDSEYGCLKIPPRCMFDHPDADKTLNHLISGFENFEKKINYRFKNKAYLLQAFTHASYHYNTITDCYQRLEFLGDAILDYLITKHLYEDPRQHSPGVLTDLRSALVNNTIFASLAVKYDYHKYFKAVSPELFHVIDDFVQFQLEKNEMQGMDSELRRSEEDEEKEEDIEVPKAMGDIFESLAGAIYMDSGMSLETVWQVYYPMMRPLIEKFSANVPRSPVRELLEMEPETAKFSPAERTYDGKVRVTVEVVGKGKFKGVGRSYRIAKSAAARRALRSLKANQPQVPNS
Active calls of the source: *. A portion of the library. The share of hits here may be higher or lower than overall.

Preview:
SMILES	Dicer processing
CS(=O)(=O)c1cc2ccccc2oc1=O	0.06
N#Cc1cn(C2CCCCC2)c(=O)[nH]c1=O	-1.5
N#Cc1c(-c2ccccc2)nc2n(c1=O)CCS2	-1.9
Nc1ccc(Cc2nc3cc4ccccc4cc3[nH]2)cc1	2.4
Cc1ccc2nc3sc(C(=O)O)cc3cc2c1	0.3
C#CC(CC)(CC)NC(=O)C(CC)c1ccccc1 (configuration not stated)	0.33
Cc1cc(C)nc(-n2[nH]c(C)c(Cc3ccc(Br)cc3)c2=O)n1	-1.3
O=C(OCc1ccccc1)C(O)C(O)C(=O)OCc1ccccc1 (configuration not stated)	-0.17
C/C=C/Cn1c(N(C)Cc2ccccc2)nc2c1c(=O)[nH]c(=O)n2C	2.1
CCn1c(/C=C/c2cccc(Br)c2)nc2ccccc2c1=O	0.11
CO/C(N)=N/C(=S)Nc1ccc(F)cc1F	-0.72
CO/N=C(\C(=O)N[C@@H]1C(=O)N2C(C(=O)O)=C(CSc3nc(=O)c(O)nn3C)CSC12)c1csc(N)n1 (some centres not stated)	-1.1
COC(=O)c1ccsc1NC(=O)c1ccco1	-0.19
COc1cc(S(=O)(=O)N2CCCN(S(=O)(=O)c3ccc(F)c(OC)c3)CC2)ccc1F	-1.4
O=S(=O)(c1cccs1)N1CCN(Cc2ccc3c(c2)OCO3)CC1	0.1
Cc1cc(-n2c(=O)[nH]c(=O)n(C)c2=O)ccc1Oc1ccc(SC(F)(F)F)cc1	0.54
COCCCN1C(=O)C(=O)/C(=C(/O)c2ccc(C)cc2)C1c1ccc(OC)c(OC)c1 (configuration not stated)	8.8

The list itself, from the start:
SMILES	Dicer processing
CS(=O)(=O)c1cc2ccccc2oc1=O	0.06
N#Cc1cn(C2CCCCC2)c(=O)[nH]c1=O	-1.5
N#Cc1c(-c2ccccc2)nc2n(c1=O)CCS2	-1.9
Nc1ccc(Cc2nc3cc4ccccc4cc3[nH]2)cc1	2.4
Cc1ccc2nc3sc(C(=O)O)cc3cc2c1	0.3
C#CC(CC)(CC)NC(=O)C(CC)c1ccccc1 (configuration not stated)	0.33
Cc1cc(C)nc(-n2[nH]c(C)c(Cc3ccc(Br)cc3)c2=O)n1	-1.3
O=C(OCc1ccccc1)C(O)C(O)C(=O)OCc1ccccc1 (configuration not stated)	-0.17
C/C=C/Cn1c(N(C)Cc2ccccc2)nc2c1c(=O)[nH]c(=O)n2C	2.1
CCn1c(/C=C/c2cccc(Br)c2)nc2ccccc2c1=O	0.11
CO/C(N)=N/C(=S)Nc1ccc(F)cc1F	-0.72
CO/N=C(\C(=O)N[C@@H]1C(=O)N2C(C(=O)O)=C(CSc3nc(=O)c(O)nn3C)CSC12)c1csc(N)n1 (some centres not stated)	-1.1
COC(=O)c1ccsc1NC(=O)c1ccco1	-0.19
COc1cc(S(=O)(=O)N2CCCN(S(=O)(=O)c3ccc(F)c(OC)c3)CC2)ccc1F	-1.4
O=S(=O)(c1cccs1)N1CCN(Cc2ccc3c(c2)OCO3)CC1	0.1
Cc1cc(-n2c(=O)[nH]c(=O)n(C)c2=O)ccc1Oc1ccc(SC(F)(F)F)cc1	0.54
COCCCN1C(=O)C(=O)/C(=C(/O)c2ccc(C)cc2)C1c1ccc(OC)c(OC)c1 (configuration not stated)	8.8
Cn1c(-c2c(N)n(Cc3ccccc3)c(=O)c3cc([N+](=O)[O-])ccc23)nc2ccccc21	-0.08
CC(=O)CSc1n[nH]c(CN2c3ccccc3Sc3ccccc32)n1	3.5*
CCSC1=C(C#N)C(=O)NC(c2ccc(OC)cc2)S1 (configuration not stated)	0.95
CSC(=CC(=O)c1cccc(Cl)c1F)SC	1.7
CCOC(=O)C1=C(C)N(c2ccccc2)C(=O)C1CC(=O)O (configuration not stated)	-0.16
O=C(Nc1ccc(-n2nc(C(F)(F)F)cc2-c2cccs2)cc1)c1ccc(F)cc1	1.7
Cc1nc(-c2cnn3c(C)cc(C(F)(F)F)nc23)no1	-1.1
O=C1CC(=O)N2N=C(c3ccccc3)SC2=N1	0.35
Cc1cc2ncn(CC(O)COc3ccc(C(C)C)cc3)c2cc1C (configuration not stated)	0.35
CC(C)NC(=O)c1cc2nc(-c3ccc(Br)cc3)cc(C(F)(F)F)n2n1	-0.02
CC1(C)CC(=O)C2=C(C1)N=C1c3ccccc3C(=O)C1C2c1cccc(F)c1 (configuration not stated)	-0.56
Cn1nc(NC(=O)CC(C)(C)CC(=O)O)c2c(F)cccc21	-0.1
Nc1c(-c2n[nH]c(=S)n2Cc2ccccc2)oc2nc(-c3ccccc3)cc(-c3ccco3)c12	-0.99
Cc1ccccc1-n1c(N)cc(=O)n(Cc2ccccc2)c1=O	-0.93
CC1(C)Cc2c(c(-c3ccco3)nc3sc4c(NCCN5CCOCC5)ncnc4c23)CO1	0.24
Cc1ccc(C)n1-c1ccsc1C(=O)NN	-1.9
COCCNC(=O)c1cc2sc3ccccc3c2s1	3.9*
Cc1nc(-c2ccc(S(=O)(=O)NCc3ccco3)s2)cs1	-0.34
O=C1C=C(NC2Cc3ccccc3C2)CC(c2cccc(Cl)c2)C1 (configuration not stated)	-0.95
CCOC(=O)c1cnn(-c2ncnc3c2cnn3-c2ccccc2)c1N	0.11
Cc1c(/C=C/c2ccnc(SCc3cccc(Cl)c3)n2)sc2ccccc12	0.01
CC1CC(=O)Nc2ccccc2N1C(=O)CCC(=O)O (configuration not stated)	-1.8
O=c1oc(/C=C/c2ccco2)nc2ccccc12	18*
Cc1nc(N)[nH]c(=O)c1Oc1ccc(Cl)cc1	-0.6
Cc1ccc(N2C(=O)C3NN=C(C(=O)OCc4ccccc4)C3C2=O)c(C)c1 (configuration not stated)	-0.2
O=C(O)c1ccc(CN2C(=O)CSC2=S)cc1	2.9
CC(=O)NS(=O)(=O)c1ccc(N=Cc2ccccc2O)cc1	0.82
Cc1ccc2cc3c(nc2c1)N(c1ccccc1)CC3	-2.5
Cc1nc2scc(-c3ccc(Cl)cc3)n2c(=O)c1Oc1ccc(Cl)cc1	-0.16
Cc1nc2nc(C(C)C)cc(=O)n2[nH]1	0.94
CCOc1ccccc1NC(=S)NC1CC2CCC1C2 (configuration not stated)	-0.83
CC1(C)CC(=O)C(Sc2ccc([N+](=O)[O-])cc2)=C(OC(=O)c2ccc(F)cc2)C1	1.2
CCOc1ccc(-c2nc(C#N)c(N3CCC(C)CC3)o2)cc1	0.1

The list continues:
SMILES	Dicer processing
O=C1CC(Nc2ccc(F)cc2)C(=O)N1c1ccc(N2CCCCC2)cc1 (configuration not stated)	-0.19
Cc1cc(C(=O)O)c(S(C)(=O)=O)s1	-0.52
Cc1cc(=O)[nH]c(C23CC4CC(CC(C4)C2)C3)n1	-1.4
CCOC(=O)C(Cc1ccc(F)cc1)(NC(C)=O)C(=O)OCC	1.7
Cn1c(=O)[nH]c2nnc(-c3ccc4c(c3)OCO4)nc2c1=O	-1.3
CCOC(=O)c1cnc2c(c(C)nn2C)c1Sc1ccc(C(F)(F)F)cn1	0.1
CC1(C)Cc2nc(N3CCCC3)c(C#N)cc2CO1	-1.8
CC(=O)C(Cc1ccc([N+](=O)[O-])cc1)(Cc1c(F)cccc1Cl)C(C)=O	3.5*
CCN(CC)C(=O)c1sc2nc3c(cc2c1N)CCCCC3	0.28
CCOc1cc(Cl)c(C2C(C(=O)OC)=C(C)NC3=C2C(=O)c2ccccc23)cc1OC (configuration not stated)	2.8
CCN(CC)Cc1c(C)[nH]c2ccc(C)cc2c1=O	3
Cc1ccc(F)cc1NC(=O)N1c2ccccc2NC(=O)CC1C (configuration not stated)	-1.1
COC(=O)c1ccc(C2NC(=O)CS2)cc1 (configuration not stated)	0.07
O=C(O)c1ccccc1Sc1ccccc1S(=O)(=O)NC12CC3CC(CC(C3)C1)C2	-0.26
CCOc1ccccc1C1C(C#N)=C2N=C(N)c3ccccc3N2C2=C1C(=O)CC(C)(C)C2 (configuration not stated)	1.3
CCOC(=O)CSc1sc(C(=O)OCC)c2c1S(=O)(=O)N(C)c1ccccc1-2	-1.3
N#Cc1c(NC(=O)c2ccc(S(=O)(=O)N3CCOCC3)cc2)sc2c1CCCC2	1.4
Cc1cc([N+](=O)[O-])cnc1Sc1ccc(Cl)cc1	-0.68
CCOc1cc(C(F)(F)F)cnc1/C(N)=N/O	-0.08
O=C(O)c1cccnc1Oc1ccc2c(c1)OCO2	41
O=C(CNc1cc(C(F)(F)F)cc(C(F)(F)F)c1)c1ccc(Cl)cc1	1.2
O=C(CSc1ncn[nH]1)c1ccc(-c2ccccc2)cc1	1.7
NC1=NC(c2ccc(Cl)cc2)C(C(=O)c2ccccc2)N1 (configuration not stated)	0.16
CC1(C)CCc2cc(CN3CCN(Cc4ccccc4)CC3)ccc2O1	2.1
O=S(=O)(NCc1ccncc1)c1ccc(Br)cc1	1.8
O=C(c1cc(Cl)cc(Cl)c1)N1CCN(c2cc(C(F)(F)F)nc3ccccc23)CC1	0.54
CCCCc1ccc(NC(=O)CSc2nnc(NC(=O)c3cccs3)s2)c(C)c1	-0.09
Cc1cc(C)c(C#N)c(SCS(=O)Cc2ccc(Cl)cc2)n1 (configuration not stated)	1.6
COc1ccc2c(c1)CCC/C2=N\NC(N)=O	-0.27
N/C(=N\O)c1cnccc1C(F)(F)F	1
CCOc1ccc(-n2c(-c3ccccc3)c[n+]3c2CCCCC3)cc1	0.85
NC(=S)Nc1cc(Cl)ccc1Cl	-1
CCCc1[nH]nc2c1C(c1ccccc1OCC)C(C#N)=C(N)O2 (configuration not stated)	-3.9
Cc1ccc2nc(SCc3nc(-c4cccs4)no3)[nH]c2c1	-0.45
O=C(Nc1cccnc1Sc1ccc(Cl)cc1)c1ccccc1Cl	0.16
Cc1ccc(C2Nc3ccccc3NC3=C2C(=O)CC(c2ccc4c(c2)OCO4)C3)s1 (configuration not stated)	5.4*
CCOC(=O)C(=Cc1cc(C)c(C)o1)C(=O)OCC	0.15
CCOC(=O)c1sc(N2C(=O)C(=O)/C(=C(/O)c3ccc(F)cc3)C2c2ccc(F)cc2)nc1C (configuration not stated)	-0.99
Cc1cccc(NC(=O)Nc2ccc(OCc3ccccc3)cc2)n1	-1.3
Cc1ccc(-c2nc(C)c(C)c(=O)[nH]2)cc1Cl	5.9
CCCc1nn2c(=O)c(NC(=O)c3ccc(Cl)cc3)cnc2s1	-1.3
O=C(c1cccnc1)N1CCN(c2ccc3ccccc3n2)CC1	4.2*
Cc1nn(C(=O)c2ccc(Cl)cc2)c(C)c1Sc1nnc(C(F)(F)F)n1C	0.29
COCn1c(COc2cc(C)ccc2C(C)C)nc2ccccc21	0.42
Cn1c(N/N=C/c2ccc(Cl)cc2)nc2c1c(=O)n(Cc1ccc(Cl)cc1)c(=O)n2C	0.75
Cc1ccc(S(=O)(=O)/C(C#N)=C/Nc2cc(C(F)(F)F)cc(C(F)(F)F)c2)cc1	3.7*
C=CC[n+]1ccc(/C=C2\Sc3ccccc3N2C)cc1	0.4
CCOC(=O)/C(C#N)=C/c1cccc(Cl)c1	-0.65
CCCCc1c(C)nc(SCc2c(F)cccc2Cl)[nH]c1=O	-0.13
O=C(Nc1ccccc1C(F)(F)F)c1ccc2c(c1)CCO2	1.7

Next part.
SMILES	Dicer processing
CCN(CC)c1ccc(/C=C/c2ccc([N+](=O)[O-])cc2C#N)cc1	1.2
CNc1ccc(Cl)cc1C(=O)NC1CC(C)CC(C)(C)C1 (configuration not stated)	-0.44
c1ccc(-c2nc3ccccc3s2)nc1	0.55
COC(=O)Cc1nc(NC(=O)c2ccccc2)sc1C	0.66
O=S(=O)(c1ccccc1)c1nc(-c2ccccc2)oc1N1CCCCC1	4.4
O=C1NC2CC2N1C(=O)OCc1ccccc1 (configuration not stated)	0.37
COc1ccc(OC)c(C2NC(=O)c3c(sc4c3CCN(C)C4)N2)c1 (configuration not stated)	-0.34
CC1(C)OC(=O)C(=CNc2ccc(Cl)cn2)C(=O)O1	0.19
CSc1nc(SC)c2c3c(sc2n1)COC(C)(C)C3	0.4
COc1c(Br)csc1-c1nc(-c2ccc(C(F)(F)F)cc2)no1	-0.15
COc1ccc(-c2cc3ccccc3n2CC(O)Cn2nc(C)cc2C)cc1 (configuration not stated)	-2.7
O=[N+]([O-])/C=C/c1cccc(Oc2ccccc2)c1	-0.02
CC(=O)n1nc(C)c(Sc2nnnn2-c2ccccc2)c1C	-1.2
CCOCCOC(=O)C1=C(C)NC2=C(C(=O)CC(C)(C)C2)C1c1ccc(OC)c(OC)c1 (configuration not stated)	-0.53
CC(C)(C)NC(=S)NC1CCN(Cc2ccccc2)CC1	0.92
COCc1cc(=O)[nH]c2c1c(C)nn2C	1.7
Oc1cccc(CN2CCN(C/C=C/c3ccccc3)CC2)c1	-0.33
CC(C)C1CC(CCN2CCCCC2)(c2ccccc2)CCO1 (configuration not stated)	-0.2
Cc1cc(NC(=O)CSc2nccn2C)n(-c2ccccc2)n1	-1.1
Cc1c(C#N)c(NC(=O)c2ccc(C(F)(F)F)cc2)n(CC2CC2)c1C	-0.23
Cc1nn2cc(-c3cccc([N+](=O)[O-])c3)nc2s1	-0.08
CC(=O)Oc1ccc(C2C(C(=O)OC3CCCC3)=C(C)NC3=C2C(=O)CC(c2cccs2)C3)cc1 (configuration not stated)	0.45
C=CCSc1nnc2c(n1)[nH]c1ccccc12	-0.84
CCCc1c2c(cc3c(=O)cc(C(=O)OCC)oc13)CCCC2	-0.9
CCn1cc(CNC(=O)CCSc2nc(-c3ccco3)cc(C(F)(F)F)n2)cn1	0.53
O=S(=O)(CS(=O)(=O)c1ccccc1Cl)c1ccccc1Cl	-2.3
N#C/C(=N\Nc1ccc(C(F)(F)F)cc1)C(=O)C1CC1	0.92
CCCCNC(=O)N1CCC(n2cccc2)CC1	-0.55
COC(=O)C1=C(C)NC2=C(C(=O)c3ccccc32)C1c1cccc(OC)c1 (configuration not stated)	-0.69
CC1CC2(C)Oc3ccccc3C3OCC1(COC(=O)c1ccccc1)C(C)C32 (configuration not stated)	0.31

Ordered by molecular weight (descending): part of the list above.
SMILES	Dicer processing
CC(=O)Oc1ccc(C2C(C(=O)OC3CCCC3)=C(C)NC3=C2C(=O)CC(c2cccs2)C3)cc1 (configuration not stated)	0.45
Cc1nn2cc(-c3cccc([N+](=O)[O-])c3)nc2s1	-0.08
C=CCSc1nnc2c(n1)[nH]c1ccccc12	-0.84
